Bioassay records: PubChem, Sanford-Burnham Center for Chemical Genomics
KOR beta-arrestin-1 – KOR antagonists, beta-arrestin recruitment, cell-based, luminescence, uHTS (AID 1778) | KOR beta-arrestin recruitment, luminescence, antagonist mode; higher % means a stronger effect | one-dose inhibition, % at 10 µM; IC50 in µM for titrated hits | 290,000 compounds, 0.091% hits; note: strong numbers were not always called active
PMI inhibition – MPI inhibition at elevated mannose 6-phosphate – biochemical, fluorescence intensity, high mannose 6-phosphate, primary screen (AID 1220). recombinant PMI enzyme, coupled fluorescence intensity; higher % means a stronger effect. inhibition, % at 20 µM, or IC50 in µM where a hit was titrated. 190,000 compounds, 0.66% hits
NOD1 NF-kB reporter – inhibition of NOD1-driven NF-kB reporter – cell-based, luminescence, uHTS, primary screen (AID 1578); inhibition, % at 4 µM; hits with a dose series show EC50 in µM; 290,000 compounds, 1% hits; NOD1-driven NF-kB luciferase reporter cells, luminescence; higher % means a stronger effect; in the data active = inhibition mostly above about 36%, no sharp cut-off; inactive = mostly below about 34%;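 note: HEK-293T reporter cells stimulated with the NOD1 agonist gamma-tri-DAP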
KOR beta-arrestin-2 – KOR agonists, beta-arrestin recruitment, primary screen, cell-based, luminescence, uHTS (AID 1777) | KOR beta-arrestin recruitment, luminescence; higher % means a stronger effect | activation, % at 10 µM, or EC50 in µM where a hit was titrated | 280,000 compounds, 0.02% hits; in the data active = activation above about 50%, passing the limit was not always enough; note: a part of the inactive calls stands beside numbers as strong as those of hits
human PMI inhibition – MPI enzyme activity inhibition – biochemical, fluorescence intensity, coupled assay, primary screen (AID 1209); 190,000 compounds, 0.42% hits; inhibition, % at 20 µM, or IC50 in µM where a hit was titrated; purified PMI enzyme, coupled fluorescence intensity; higher % means a stronger effect;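 note: plate controls were DMSO vehicle for no effect and wells lacking substrate for full effect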
XIAP displacement – XIAP antagonists, biochemical, IAP family, fluorescence polarization (AID 1018) | XIAP BIR domain, fluorescence polarization peptide displacement; higher % means a stronger effect | one-dose displacement, % at 20 µM; IC50 in µM for titrated hits | 200,000 compounds, 0.007% hits; in the data active = displacement above about 50%; note: a part of the inactive calls stands beside numbers as strong as those of hits
TNAP activators – stimulation of alkaline phosphatase TNAP activity – biochemical, luminescent, no phosphate acceptor, uHTS, primary screen (AID 1001) | purified TNAP, luminescent activation assay, no phosphate acceptor; higher activation fold means a stronger effect | one-dose activation fold at 20 µM; EC50 in µM for titrated hits | 200,000 compounds, 0.03% hits; in the data active = activation fold from about 3, or a potency from the dose series; inactive = the rest, 99 in 100 with activation fold below about 1.6; note: many of its hits are not listed in these tables
LYP phosphatase – PTPN22 lymphoid phosphatase activity blockers – biochemical, fluorescence intensity, uHTS (AID 1779); recombinant LYP phosphatase, fluorescence intensity; higher % means a stronger effect; inhibition, % at 11.5 µM, or IC50 in µM where a hit was titrated; 290,000 compounds, 0.054% hits;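 note: plate controls were vehicle with enzyme for no effect and no enzyme for full effect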
NOD2 inhibition – inhibition of NOD2-driven NF-kB reporter – cell-based, luminescence, uHTS, HEK293 (AID 1566); HEK293 NOD2/NF-kB luciferase reporter, luminescence; higher % means a stronger effect; inhibition, % at 4 µM; hits with a dose series show EC50 in µM; 290,000 compounds, 0.63% hits; note: many of its hits are not listed in these tables
The depositor's hits bear a star; / = no result given; [ ] = another dose, or the depositor's remark. Cut-off read from the data, not from the text of the source, unless noted: active = inhibition above about 50%; inactive = the rest. Not all compounds are listed; rates above refer to the full screens.

SMILES	KOR beta-arrestin-1	PMI inhibition	NOD1 NF-kB reporter	KOR beta-arrestin-2	human PMI inhibition	XIAP displacement	TNAP activators	LYP phosphatase	NOD2 inhibition
CCOc1cc(C(=O)Nn2cnnc2)cc(OCC)c1OCC	5%	-11%	-22%	-3.0%	-16%	-6.3%	1.1	2%	3%
Cn1c(-c2ccccc2)c(/C=N/NC(=O)c2ccc(O)cc2)c2ccccc21	-14%	/	-4%	-4.9%	/	/	/	-2%	-109%
COc1ccc(Cn2ccnc2)cc1[N+](=O)[O-]	10%	2%	-17%	-1.3%	1%	-6.1%	1	-6%	4%
CCCCNc1nnc(SCC(=O)N2CCN(S(=O)(=O)c3ccc4ccccc4c3)CC2)s1	-32%	11%	-8%	-4.4%	6%	-3.3%	1.1	0%	29%
COc1ccc(N2CC(C(=O)Nc3ccccc3C(=O)NCc3ccco3)CC2=O)cc1 (configuration not stated)	18%	0%	-14%	-4.8%	13%	-4.8%	1.1	-10%	-10%
CCOC(=O)C1CCCN(C(=O)CCCn2c(=O)c3cccn3c3cccnc32)C1 (configuration not stated)	-17%	/	41%	1.9%	/	/	/	-10%	17%
COc1ccc(CCC(=O)Nc2sc(C(=O)N(C)C)c(C)c2C#N)cc1	-8%	/	-29%	-0.3%	/	/	/	-8%	-6%
Cc1sc2nc(SCC(=O)NCc3ccco3)n(Cc3ccccc3)c(=O)c2c1C	-24%	-7%	-4%	4.3%	-6%	-2.6%	1.1	3%	2%
Cc1ccc(C(=O)Nc2ccc3ccccc3c2)cc1	-28%	/	25%	-4.2%	/	/	/	-6%	-120%
Cc1cc(=O)[nH]c(SCc2cccc(Br)c2)n1	-20%	-10%	-15%	2.6%	5%	-5.3%	1.1	-8%	-9%
CC(C)(C)OC(=O)c1c(N)n(CCCN2CCCC2=O)c2nc3ccccc3nc12	-27%	10%	-7%	1.4%	-2%	-1.1%	1.2	-15%	1%
Cc1ccc(C2=NN(CC(=O)NCc3cccs3)C(=O)CC2)cc1	-42%	3%	-37%	3.4%	-4%	-9.0%	1.1	-1%	11%
C=CCn1c(COc2ccc(F)cc2)nnc1SCC(=O)c1c[nH]c2c(CC)cccc12	27%	-6%	-14%	2.3%	-2%	-7.3%	1	2%	10%
CCCC(=O)NC(NC1CCS(=O)(=O)C1)C(Cl)(Cl)Cl (configuration not stated)	-16%[20 µM]	12%	-14%	/	8%	-1.0%	1	-12%	2%
CC(OC(=O)CCc1nc2ccccc2c(=O)[nH]1)C(=O)Nc1ccc2c(c1)OCO2 (configuration not stated)	32%	/	6%	-0.5%	/	/	/	-5%	5%
O=C(Nc1nnc(SCC(=O)N2CCCc3ccccc32)s1)c1ccccc1	0%	4%	-40%	-0.9%	8%	-4.3%	1.1	3%	-111%
Cc1ccccc1C(=O)NC(=S)NCC1CCCO1 (configuration not stated)	-19%	8%	1%	3.3%	6%	-6.1%	1.1	-11%	6%
COc1ccccc1OCCC(=O)OCC(=O)Nc1ncc(Cl)cc1Cl	10%	19%	-22%	-2.0%	11%	-4.3%	1.1	-8%	-8%
COC(=O)c1ccc(COc2ccc(/C=C/C(=O)c3ccc(OC)c(CSCC(=O)O)c3)cc2OC)cc1	39%	/	50%*	-1.0%	/	/	/	11%	-69%
Cc1ccc(NC(=O)C2CC(=O)N/C(=N/N=C/c3ccco3)S2)cc1C (configuration not stated)	21%	-13%	-21%	-1.5%	-4%	-3.4%	1.1	-5%	13%
CN(C(=O)c1ccccc1)c1ccc(OCC(=O)NC2CCS(=O)(=O)C2)cc1 (configuration not stated)	-34%	12%	17%	2.2%	6%	-2.7%	1	-6%	17%
Cc1ccccc1OCC(=O)OCC(=O)c1ccc(-c2ccccc2)cc1	-6%	-6%	-18%	-0.4%	-3%	-2.5%	1	3%	10%
Cc1csc(OCC(=O)Nc2ccc(C)c(C)c2)n1	-38%	2%	-2%	12%	4%	-5.2%	1.1	-5%	9%
Cc1cc(C)nc(SCC(=O)c2ccc(F)c(C)c2)n1	-38%[20 µM]	/	-24%	2.7%	/	/	/	-12%	8%
CCc1ccc(/C=N/NC(=O)C(=O)NCCCN2CCOCC2)cc1	-1%	-6%	20%	7.1%	-8%	-6.4%	1	-3%	8%
Cc1nc(C)n(CC(O)COc2ccc(C(=O)c3ccccc3)cc2)n1 (configuration not stated)	22%	6%	11%	0.3%	6%	-6.6%	1.2	-6%	14%
CNC(=O)COc1coc(CN2CCN(c3ccc(F)cc3)CC2)cc1=O	19%	/	-144%	-2.9%	/	/	/	-6%	1%
CCN(CC)CC(=O)N1N=C(c2cccs2)CC1c1ccco1 (configuration not stated)	/	-1%	14%	-0.7%	2%	-1.3%	1.1	-5%	6%
CN1C(=O)NC(NC(=O)c2ccncc2)(C(F)(F)F)C1=O (configuration not stated)	22%	5%	14%	-7.4%	4%	-1.3%	1.1	-10%	7%
S=C(Nc1ccc(Oc2ccccc2)cc1)N1CCOCC1	13%	/	-10%	-3.0%	/	/	/	-7%	13%
O=C(NC(=S)Nc1cccc2ncccc12)c1ccccc1	20%	30%	-5%	-6.4%	28%	-3.0%	1	0%	-7%
O=C(O)c1ccccc1C(=O)Nc1ccc(Oc2ccccc2)cc1	-4%	/	-4%	0.6%	/	/	/	-10%	8%
CCCN1C(=O)SC(CC(=O)Nc2ccc(Br)cc2)C1=O (configuration not stated)	7%	10%	-15%	-3.4%	7%	-14%	1	2%	7%
O=C(CN(CCc1ccccc1)Cc1ccccc1)Oc1ccccc1P(=O)(O)O	-53%	/	-1%	4.0%	/	/	/	-7%	-21%
CCn1c(Cc2ccccc2)nnc1SCC(=O)Nc1ccc(C)cc1	10%	8%	-17%	-0.5%	5%	-9.8%	1.1	-2%	12%
CCOC(=O)c1cc(-c2ccc(Cl)s2)nc2c1c(C)nn2C	-2%	11%	-15%	0.2%	18%	-10%	1	-3%	20%
CNC(=O)/C=C/c1cc(C(=O)c2ccc(Cl)cc2Cl)cn1C	2%	/	3%	0.1%	/	/	/	-4%	2%
C=CCc1cccc(/C=C/c2cc(=O)c3ccccc3[nH]2)c1O	11%	14%	41%	6.0%	8%	-9.3%	1	-3%	11%
C=CCNC(=O)c1cccc(OC2CCN(CC(C)(C)C)CC2)c1	2%[20 µM]	/	18%	-3.3%	/	/	/	0%	0%
Clc1ccc(C2[C@H]3CN(CC4CCCCC4)[C@H](c4ccccc4)C34CC2(c2ccccc2)C4)cn1 (some centres not stated)	-6%	/	1%	-1.4%	/	/	/	-5%	19%
CCN(CC)CCNC(=O)/C(=C/c1cn(C)c2ccccc12)NC(=O)c1ccc(OC)c(OC)c1	12%	/	-7%	0.4%	/	/	/	2%	13%
Cc1sc(NC(=O)CSc2nnnn2C2CCCCC2)c(C#N)c1C	17%	0%	18%	-0.9%	4%	-8.9%	1.1	-10%	24%
Cc1nnc(SCC(=O)N(C(C)C)C(C)C)[nH]c1=O	-39%[20 µM]	/	-30%	/	/	-2.2%	1.1	-3%	2%
CCN(CC(=O)Nc1ccc(NC(C)=O)cc1)C(=O)/C=C/c1c(C)nn(-c2ccc(F)cc2)c1C	-4%	/	-48%	-5.7%	/	/	/	0%	-10%
CCn1c(CNC(=O)c2ccccc2F)cc2ccccc21	-5%	/	-19%	3.8%	/	/	/	-9%	-13%
CSc1ccc(CN2CCCN(C)CC2)cc1	5%[20 µM]	/	-20%	-5.5%	/	/	/	-12%	-7%
CN1CCN(c2ccc(CNS(=O)(=O)c3ccc(Cl)cc3)cc2)CC1	-28%	/	0%	0.1%	/	/	/	-12%	6%
CC1CCCCC1n1c(=S)[nH]c2ccccc2c1=O (configuration not stated)	18%	9%	22%	-2.8%	18%	-1.4%	1	-3%	-1%
CC1CCCC(C)N1/N=C/c1cccc(Br)c1 (configuration not stated)	28%	/	3%	-5.1%	/	/	/	-6%	14%
NC(=S)N/N=C/c1cc([N+](=O)[O-])ccc1OCCOc1ccccc1	-81%	-5%	8%	-3.2%	-6%	-0.3%	1.2	-6%	4%

The last 6 records of the section before open the next one.
SMILES	KOR beta-arrestin-1	PMI inhibition	NOD1 NF-kB reporter	KOR beta-arrestin-2	human PMI inhibition	XIAP displacement	TNAP activators	LYP phosphatase	NOD2 inhibition
CCn1c(CNC(=O)c2ccccc2F)cc2ccccc21	-5%	/	-19%	3.8%	/	/	/	-9%	-13%
CSc1ccc(CN2CCCN(C)CC2)cc1	5%[20 µM]	/	-20%	-5.5%	/	/	/	-12%	-7%
CN1CCN(c2ccc(CNS(=O)(=O)c3ccc(Cl)cc3)cc2)CC1	-28%	/	0%	0.1%	/	/	/	-12%	6%
CC1CCCCC1n1c(=S)[nH]c2ccccc2c1=O (configuration not stated)	18%	9%	22%	-2.8%	18%	-1.4%	1	-3%	-1%
CC1CCCC(C)N1/N=C/c1cccc(Br)c1 (configuration not stated)	28%	/	3%	-5.1%	/	/	/	-6%	14%
NC(=S)N/N=C/c1cc([N+](=O)[O-])ccc1OCCOc1ccccc1	-81%	-5%	8%	-3.2%	-6%	-0.3%	1.2	-6%	4%
Cc1ccc(OCC(=O)NCCCNC(=O)c2ccccn2)cc1C	-26%	/	-32%	-1.3%	/	/	/	-7%	-6%
Cc1cc(S(=O)(=O)n2cnc3ccccc32)c(C)cc1Cl	7%	-20%	-12%	-3.3%	-22%	-2.8%	1.1	-2%	2%
COc1cc(SC)ccc1C(=O)OCC(=O)NC1CC1	-10%	-8%	-40%	-1.5%	-11%	-3.1%	1.1	5%	2%
C#CCSc1nc2[nH]ncc2c(=O)[nH]1	15%	7%	-21%	-1.3%	1%	-2.2%	1	-5%	-19%
Cc1nn(C)cc1CNC(=O)c1ccc(Br)o1	8%	1%	-3%	-1.3%	-4%	-4.9%	1.1	-6%	-13%
O=C(CN1CCC(n2nnc3cc(F)ccc32)CC1)NC1CC1	14%	-1%	27%	-2.3%	-2%	-7.8%	1	4%	-10%
CC(C)CCn1cnc2c(NCc3ccccc3)ncnc21	-16%	-11%	-16%	-8.3%	-1%	-5.4%	1.2	-5%	-7%
CS(=O)(=O)c1ccc(C(=O)N(CCc2ccccc2)Cc2ccccc2)cc1	19%	/	-25%	-2.9%	/	/	/	-10%	-1%
Cc1ccc2c(C)c(C(=O)N3CCN(Cc4ccc5c(c4)OCO5)CC3)oc2c1C	-11%	/	-28%	5.5%	/	/	/	4%	-30%
CCCc1nc(NCc2ccncc2)c2nnn(Cc3ccccc3F)c2n1	-2%	4%	-48%	1.4%	-1%	-5.5%	1.1	5%	-3%
CCOC(=O)N/N=C/c1c(C)c(C(=O)c2ccc(F)cc2)n2ccccc12	7%	8%	49%*	-4.3%	5%	-9.5%	0.9	-4%	26%
CC(=O)Nc1ccc(S(=O)(=O)N2CCC(c3nnc(-c4ccc(C)cc4)o3)CC2)cc1	1%[20 µM]	/	-21%	-2.7%	/	/	/	-9%	6%
COc1cccc(NC(=O)Nc2ccncc2)c1	-6%	-7%	4%	-2.9%	2%	0.0%	1.1	-8%	10%
COc1ccccc1OCC(=O)N/N=C/c1c(O)ccc2ccccc12	-58%	/	-16%	1.4%	/	/	/	-8%	39%
C/C(N)=C(/C#N)C(=O)CSc1nnc(-c2ccccc2Br)o1	-2%	-11%	-44%	-5.3%	7%	-3.9%	1.1	-8%	-104%
